Screening data (PubChem)
CCHF vOTU inh: blocks the CCHF virus ovarian tumor domain protease. 370,000 tested, 0.55% active. CCHFV vOTU protease, Pep-AMC fluorescence. inhibition, % at 11.5 µM; in the data active = inhibition above about 30%; also: 0% = vehicle wells with enzyme and 100% = no enzyme wells
Rv3671c inh: inhibitors of M. tuberculosis serine protease Rv3671c; inhibition, % at 5.96 µM; P9WHR9; 320,000 tested, 0.048% active; in the data active = inhibition above about 38%;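 also: extracellular domain of Rv3671c used as enzyme; 0% = enzyme with DMSO and 100% = no enzyme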
Anthrax LF inh2: inhibitors of Bacillus anthracis lethal factor protease; 360,000 tested, 0.12% active; AID 588501; inhibition, % at 10 µM; P15917; multiplex microsphere protease cleavage assay, LF; also: plate controls were buffer without enzyme for full effect and enzyme alone for no effect
Target sequence (P15917 whole entry, looked up): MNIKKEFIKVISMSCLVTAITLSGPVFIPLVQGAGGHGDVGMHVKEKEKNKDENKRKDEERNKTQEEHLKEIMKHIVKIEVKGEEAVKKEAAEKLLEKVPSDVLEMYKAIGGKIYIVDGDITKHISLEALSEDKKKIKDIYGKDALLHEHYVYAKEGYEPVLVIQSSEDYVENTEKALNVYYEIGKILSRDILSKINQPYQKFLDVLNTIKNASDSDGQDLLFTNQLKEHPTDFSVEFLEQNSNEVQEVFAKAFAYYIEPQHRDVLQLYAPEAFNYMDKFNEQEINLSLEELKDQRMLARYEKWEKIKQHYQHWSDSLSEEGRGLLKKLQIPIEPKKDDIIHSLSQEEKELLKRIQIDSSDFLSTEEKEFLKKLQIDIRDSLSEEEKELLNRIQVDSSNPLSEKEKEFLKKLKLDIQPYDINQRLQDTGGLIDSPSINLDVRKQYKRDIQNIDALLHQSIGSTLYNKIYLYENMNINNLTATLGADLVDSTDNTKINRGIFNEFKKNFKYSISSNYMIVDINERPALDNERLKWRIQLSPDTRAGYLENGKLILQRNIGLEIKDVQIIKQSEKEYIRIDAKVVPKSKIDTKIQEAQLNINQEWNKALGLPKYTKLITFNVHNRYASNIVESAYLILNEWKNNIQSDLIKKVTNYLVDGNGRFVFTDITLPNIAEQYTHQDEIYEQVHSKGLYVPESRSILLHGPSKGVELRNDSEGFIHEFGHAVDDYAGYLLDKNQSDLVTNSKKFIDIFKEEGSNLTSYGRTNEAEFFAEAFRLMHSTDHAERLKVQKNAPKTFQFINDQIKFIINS
BoNT A protease: inhibitors of Botulinum neurotoxin A light chain protease | multiplex microsphere protease substrate cleavage, flow cytometry | inhibition, % at 10 µM | 360,000 tested, 0.17% active; also: plate controls were buffer without enzyme for full effect and enzyme alone for no effect
PriA SSB inh: blocks PriA binding to SSB C-terminal tail; AlphaScreen SSBct-PriA binding, biotinylated peptide; inhibition, % at 33 µM; 430,000 tested, 0.6% active; AID 1272365; in the data active = inhibition mostly above about 37%, no sharp cut-off; inactive = mostly below about 20%;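 also: plate controls were negative control peptide for no effect and reference peptide for full effect; strong numbers were not always called active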
PrPC TRFRET: cell surface PrPC inhibition, primary TR-FRET screen; P04156; TR-FRET read-out; inhibition, % at 13.8 µM; 370,000 tested, 0.43% active; in the data active = inhibition above about 24%; also: 0% = median of the test wells and 100% = reference compound wells
BoNT F protease: blocks Botulinum neurotoxin F light chain protease; Multiplex microsphere protease cleavage assay, flow cytometry; inhibition, % at 10 µM; 360,000 tested, 0.22% active; AID 588497; in the data active = inhibition above about 35%, passing the limit was not always enough; inconclusive = no clear call, values can overlap the other calls; also: plate controls were buffer without enzyme for full effect and enzyme alone for no effect
MazF activator: activators of E. coli MazEF toxin-antitoxin RNase; P0AE70; FAM/BHQ RNA-DNA oligo cleavage fluorescence, 5 h; activation, % at 20 µM; 350,000 tested, 0.32% active; AID 504720; in the data active = activation above about 50%
Target sequence (P0AE70 whole entry, looked up): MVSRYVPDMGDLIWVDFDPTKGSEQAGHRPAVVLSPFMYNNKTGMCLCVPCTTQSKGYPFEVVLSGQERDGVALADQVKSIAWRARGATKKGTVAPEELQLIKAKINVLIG
DUSP3 inh: DUSP3 (human) phosphatase inhibition; P51452; recombinant VHR phosphatase, pNPP absorbance; inhibition, % at 13.3 µM; 290,000 tested, 0.52% active; AID 1654; in the data active = inhibition above about 50%; also: some compounds called inactive have numbers as strong as hits
3CLpro inhibitor: SARS-CoV 3CLpro protease inhibition. inhibition, % at 6 µM. 290,000 tested, 0.14% active. recombinant SARS-CoV 3CLpro, quenched FRET peptide cleavage. AID 1706. P0C6X7; in the data active = inhibition above about 12%
Starred values were filed as active, the others as inactive; ? = inconclusive; / = not tested or not shown. Rule as the data show it, unless noted: active = inhibition above about 30%; inconclusive = no clear call, values can overlap the other calls; inactive = below that.

SMILES	CCHF vOTU inh	Rv3671c inh	Anthrax LF inh2	BoNT A protease	PriA SSB inh	PrPC TRFRET	BoNT F protease	MazF activator	DUSP3 inh	3CLpro inhibitor
CSCCC(NC(=O)c1ccc(=O)n(C)n1)c1nc2ccccc2[nH]1 (centres undefined)	3	-2	-1	-1.2	0	1	-12	-4	-1	1
COc1ccccc1/C=N/NC(=O)C(NC(=O)c1ccccc1)=C(C)C	-7	-2	-4	0.1	/	4	14	-3	-5	1
COc1ccc(Br)cc1S(=O)(=O)N1CCN=C1c1ccccc1	9	/	9	1.3	10	2	-1	2	28	0
O=C1NC2(CCCCC2)C(=O)N1Cc1cccc(C(F)(F)F)c1	12	-5	0	-0.8	0	4	-5	-4	12	3
CCc1ccc(OC(C)C(=O)Nc2ccc(S(=O)(=O)Nc3cc(C)on3)cc2)cc1 (centres undefined)	8	-12	6	0.2	4	0	-12	5	11	7
CCOC(=O)c1[nH]c(C)c(C(=O)OCC(=O)Nc2sc3c(c2C#N)CCCCC3)c1C	3	-2	1	0.0	-8	0	0	15	-6	-3
Cc1ccc(CC2CC(=O)N(c3cc(Cl)ccn3)C2=O)cc1 (centres undefined)	-6	-6	6	-4.1	-5	-2	7	3	4	-1
CSc1ccc(CCNC(=O)c2nn(C)c3c2CS(=O)(=O)c2ccccc2-3)cc1	7	0	-3	-0.1	0	-6	-2	3	2	3
CC(C)c1ccc(C(=O)NN2C(=O)C3CCCCC3C2=O)cc1 (centres undefined)	-8	-4	2	-0.3	-7	3	-3	2	10	3
CC(C)OCCCNC(=O)c1ccc(CS(=O)(=O)Cc2ccccc2F)o1	-7	-5	-2	-0.3	-12	-1	0	2	17	0
O=C(COC(=O)c1ccc(OC(F)F)cc1)NCc1cccs1	3	-5	-4	-1.3	-13	3	-14	4	/	/
CC1=C(C)CC(C(=O)c2ccccc2)C(C(=O)O)C1 (centres undefined)	8	-1	1	0.1	-6	-2	-2	5	20	5
COc1ccccc1NC(=O)C(C/C=C(/C)Cl)C(C)=O (centres undefined)	-1	-4	-10	-15	-10	5	-170	6	0	-5
Cc1ccc(C)c(SCC(=O)OCC(=O)NCc2ccccc2)c1	-2	-9	1	-0.1	-24	7	-3	-6	13	0
Cc1sc2ncnc(N3CCC(C(=O)N(C)CC(=O)Nc4ccccc4Br)CC3)c2c1C	8	0	0	-5.5	0	6	-5	0	-4	2
Cc1cccc(N2C(=O)CC(N3CCC(c4nc5ccccc5[nH]4)CC3)C2=O)c1 (centres undefined)	-1	2	-7	-1.0	-17	0	0	10	16	0
O=C(OCc1cc(=O)n2ccsc2n1)c1ccc(OC(F)F)cc1	-10	/	1	1.7	-12	1	3	2	/	/
O=C(COC(=O)c1ccccc1NCCO)Nc1cccc(S(=O)(=O)NC2=NCCCCC2)c1	-78	5	5	6.9	-11	-1	?	0	/	/
Nc1nnc(SCc2ccccc2F)s1	-2	5	-5	1.6	-6	-2	-6	-6	11	1
O=C(c1ccc(Br)o1)N1CCN(C/C=C/c2ccccc2)CC1	-14	-4	-5	-0.5	0	-3	-3	1	11	3
CN1CCc2c(sc(/N=C/c3cc(C(C)(C)C)ccc3O)c2C#N)C1	-6	-2	-9	2.4	/	-3	-25	5	-4	2
Cc1ccccc1S(=O)(=O)N1C[C@H]2CON(C)[C@H]2C[C@H]1c1cccc(-c2ccccc2)c1	-34	/	-2	-0.4	-8	3	-4	-1	/	/
CCOC(=O)c1c(NC(=S)SC)sc(C(=O)N2CCc3ccccc3C2)c1C	0	/	-4	0.7	/	-3	4	-12	/	/
O=C(COC(=O)Cn1cnc2ccccc2c1=O)NCCC1=CCCCC1	-8	4	0	0.0	-5	-3	0	-1	3	-3
CCCSc1ncc(Cl)c(C(=O)Nc2ccc(S(=O)(=O)Nc3ncccn3)cc2)n1	4	11	0	0.5	-2	-7	3	0	-13	2
CC(C)(CO)NCC(O)COc1ccc2c(c1)CCC2 (centres undefined)	-3	7	-1	-0.7	6	-1	-5	8	43	-4
CCn1ncc(Br)c1C(=O)Nc1cc([N+](=O)[O-])ccc1C	2	-1	0	0.1	-5	-7	-6	-2	7	-6
Cc1noc(C)c1COc1ccc(C(=O)N2CCN(c3ccccc3F)CC2)cc1	0	-5	5	-0.9	-5	-11	-12	3	/	/
O=C1c2ccccc2C(=O)N1Cc1cc(-c2ccc(Cl)cc2)no1	5	-1	0	0.3	-18	4	-1	13	/	4
Cc1ccc(Sc2c(C=O)c3ccccc3n2C)cc1	-1	-5	1	-0.2	-15	24	-6	-2	-11	2
O=C(Oc1cccc([N+](=O)[O-])c1)c1cc(-c2ccccc2)nc2ccccc12	1	-1	-5	2.1	-7	-8	-3	-5	31	-6
CSc1nc(N(C)C)nc(N2CC(=O)N(CCNS(=O)(=O)c3ccc(C)cc3)C2=N)n1	1	-6	0	-0.7	6	14	-3	1	2	3
COc1ccc(OC)c(NC(=O)C2CCCC2)c1	-3	2	-9	-0.2	-8	-2	4	4	17	-1
CC(C)S(=O)(=O)N1CCCC(C(=O)c2cccc(Cl)c2)C1 (centres undefined)	7	1	-3	-0.6	-29	-3	-4	-1	16	-3
C[C@H](CO)N1C[C@H](C)[C@@H](CN(C)S(=O)(=O)c2ccc(F)cc2)Oc2ccc(NC(=O)NC3CCCCC3)cc2C1=O	5	-1	-6	-0.5	-3	8	-12	1	/	/
O=C(N/N=C/c1ccco1)c1cc(C2CC2)nc2ccccc12	5	-10	/	/	/	6	/	/	-4	2
Cc1cc(-c2onc(C)c2C(=O)Oc2ccc(Cl)cc2)no1	-8	2	-5	?	2	8	?	-4	-12	-6
COc1ccc(CC(=O)NCc2cn3ccsc3n2)cc1	-1	0	-1	-0.8	5	3	-1	3	12	1
Cc1[nH]c(SCC(=O)Nc2cc(C(N)=O)cc(C(N)=O)c2)nc1Cc1ccccc1	9	0	-12	0.7	3	0	4	0	/	/
CCc1ccc(N=c2c([N+](=O)[O-])nn(-c3ccc4c(c3)OCCO4)n2O)cc1	11	-9	2	-0.1	58*	-10	-4	7	-5	6
O=C(Nc1cccc(S(=O)(=O)N2CCCCC2)c1)C1CCCC1	6	-7	1	-2.0	1	-4	-19	4	/	/
CCc1ccc(C(=O)Nc2cc3c(cc2Cl)OCCCO3)cc1	6	5	14	-0.2	-46	-3	2	8	40	-2
O=c1c2ccccc2nc2n1-c1ccccc1CCC2	13	-5	-4	-0.2	-10	-4	-7	4	0	-3
CCOC(=O)c1cc(CC)sc1NC(=O)COC(=O)c1cc[n+]([O-])cc1	0	4	1	-0.5	2	5	7	6	5	0
COc1ccccc1N1C(=O)c2cccc3cccc(c23)C1=O	10	-7	-4	-2.4	2	-19	-12	7	29	-3

Reprinted from the listing for reference:
SMILES	CCHF vOTU inh	Rv3671c inh	Anthrax LF inh2	BoNT A protease	PriA SSB inh	PrPC TRFRET	BoNT F protease	MazF activator	DUSP3 inh	3CLpro inhibitor
O=C(Nc1cccc(S(=O)(=O)N2CCCCC2)c1)C1CCCC1	6	-7	1	-2.0	1	-4	-19	4	/	/
CCc1ccc(C(=O)Nc2cc3c(cc2Cl)OCCCO3)cc1	6	5	14	-0.2	-46	-3	2	8	40	-2
O=c1c2ccccc2nc2n1-c1ccccc1CCC2	13	-5	-4	-0.2	-10	-4	-7	4	0	-3
CCOC(=O)c1cc(CC)sc1NC(=O)COC(=O)c1cc[n+]([O-])cc1	0	4	1	-0.5	2	5	7	6	5	0
COc1ccccc1N1C(=O)c2cccc3cccc(c23)C1=O	10	-7	-4	-2.4	2	-19	-12	7	29	-3

Continuation.
SMILES	CCHF vOTU inh	Rv3671c inh	Anthrax LF inh2	BoNT A protease	PriA SSB inh	PrPC TRFRET	BoNT F protease	MazF activator	DUSP3 inh	3CLpro inhibitor
O=C(Nc1ccc(-c2nc3ccccc3s2)c(OC(=O)c2ccccc2)c1)c1ccccc1	-3	-15	-2	-0.1	-9	-5	-1	-3	-11	3
O=C(CN1C(=O)C2CC=CCC2C1=O)OCc1cc(=O)n2cc(Br)ccc2n1 (centres undefined)	-13	9	1	-0.2	-4	-8	-1	6	6	3
C[C@]12CC[C@@H]3c4ccc(O[C@@H]5O[C@H](C(=O)O)[C@@H](O)[C@H](O)[C@H]5O)cc4CC[C@H]3[C@@H]1C[C@@H](O)[C@@H]2O	-6	-1	3	-1.2	-3	9	5	6	10	/
CCc1cc(C(=O)N2CCN(c3ncccn3)CC2)sc1C	-3	-4	-5	-2.7	-9	2	-8	-2	/	/
O=C(CCN1C(=O)C2CCCCC2C1=O)Nc1ccc(Br)cc1F (centres undefined)	-4	9	-1	0.3	-7	1	8	-6	/	/
CCN(CC)S(=O)(=O)c1ccc2c(c1)nc(SC(C)C(=O)NCC1CCCO1)n2CC (centres undefined)	-8	-5	2	1.6	-9	-2	0	-9	9	2
O=C(NC1CCCC1)C(c1cccnc1)N(Cc1ccccc1)C(=O)c1csnn1 (centres undefined)	-3	6	6	0.8	-1	-2	43*	0	53*	-1
Cc1c(NC(=O)COC(=O)c2ncc(Cl)c(Cl)c2Cl)c(=O)n(-c2ccccc2)n1C	-5	5	4	3.5	-11	-3	1	4	/	/
O=c1[nH]c(=S)[nH]cc1Oc1ccccc1	1	/	-2	0.1	-3	2	3	6	/	/
COc1ccc(/C=N/n2cnc3c([nH]c4ccc(F)cc43)c2=O)cc1CN1CCCC1	7	-2	-3	-2.6	/	-4	0	-21	6	-5
C=CCNC(=O)c1ccc(CN(c2ccc(OCC)cc2)S(=O)(=O)c2ccc(C)cc2)cc1	-4	-14	-2	-1.2	-11	-5	1	3	-27	0
Cc1nn(Cc2cccc(C(=O)Nc3ccn(Cc4ccccc4F)n3)c2)c(C)c1[N+](=O)[O-]	8	6	-4	0.4	7	6	4	9	24	-5
COc1cccc(/C=C/C(=O)c2ccc3c(c2)OCO3)c1OC	/	-4	5	0.3	6	/	3	1	/	/
Cc1cccc(CNC(=O)c2ccc3nc(Cc4ccccc4F)oc3c2)n1	-2	-7	2	0.8	-6	-1	1	-1	6	0
Cc1ccc(Cl)cc1N1CCN(CC(=O)Nc2ccc(CN3CCCCC3)cc2)CC1	15	3	-6	0.1	6	-20	3	3	22	2
O=C1N=C(N2CCN(c3cccc4ccccc34)CC2)S/C1=C/c1cccs1	7	-17	-7	-0.7	-6	2	0	-2	-4	-2
CC(C)c1ccc(S(=O)(=O)NCCCN2CCOCC2)cc1	-7	/	-1	-0.5	/	-2	-4	4	/	/
CN1CC[C@@]2(C)c3cc(O)ccc3N(C)C2O1 (some centres undefined)	/	-89	-6	-1.4	2	/	-16	0	/	/
CCn1cc(S(=O)(=O)CC(=O)Nc2ccc(C)cc2)c2ccccc21	-1	-3	-12	0.4	-8	2	2	4	22	5
COc1ccccc1CC1(C)NC(=O)N(CC(=O)N2CCc3ccccc3C2)C1=O (centres undefined)	7	-1	?	?	-15	2	-14	12	19	-2
CCOC(=O)CCNCC1COc2ccccc2O1 (centres undefined)	-6	1	-2	0.6	-23	-5	7	-1	-2	-1
Cc1ccccc1-c1cc2nc(NCc3ccccc3F)n(C)c(=O)c2s1	-37	/	-8	-1.1	/	-1	-19	/	/	/
CCCn1c(=NC(=O)c2ccncc2)c(C#N)cc2c(=O)n3cccc(C)c3nc21	/	/	-8	-0.1	-10	/	-6	-1	/	/
C=CC(=O)NC(C)(C)CCN1CCOCC1	-10	0	-2	-0.3	-10	-1	-4	-4	10	-2
COC(=O)c1ccccc1NC(=S)NC(=O)c1ccccc1	8	4	1	-0.4	2	2	-1	-6	18	0
O=C(COc1ccc(F)cc1Br)NCC1COc2ccccc2O1 (centres undefined)	5	-3	-2	-3.0	-16	-10	4	3	/	/
COc1cc([N+](=O)[O-])ccc1NC(=O)CSc1nccn1C	-12	-3	-3	-0.1	-8	-13	-5	2	1	-3
N/C(=N\OC(=O)COc1ccc2ccccc2c1)c1ccncc1	/	1	1	-0.2	/	/	-5	-7	-1	-2

This is a subset; count on the stated rates, not on these rows.
